# Assay outcomes as filed in PubChem BioAssay.
# TAAR1 antag: antagonists of human TAAR1 | inhibition, % at 3 µM | CHO RD-HGA16 TAAR1, Fluo-8 calcium fluorescence, antagonist | actives 1.5% (n = 360,000) | AID 624466;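 active means inhibition above a per-plate cutoff, the mean inhibition of test compounds on that plate plus 3 SD, cut at about 49% in these data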;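 further: 0% = DMSO plus EC80 beta-PEA response and 100% = DMSO alone without agonist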
# Target sequence (Q96RJ0 whole entry, looked up): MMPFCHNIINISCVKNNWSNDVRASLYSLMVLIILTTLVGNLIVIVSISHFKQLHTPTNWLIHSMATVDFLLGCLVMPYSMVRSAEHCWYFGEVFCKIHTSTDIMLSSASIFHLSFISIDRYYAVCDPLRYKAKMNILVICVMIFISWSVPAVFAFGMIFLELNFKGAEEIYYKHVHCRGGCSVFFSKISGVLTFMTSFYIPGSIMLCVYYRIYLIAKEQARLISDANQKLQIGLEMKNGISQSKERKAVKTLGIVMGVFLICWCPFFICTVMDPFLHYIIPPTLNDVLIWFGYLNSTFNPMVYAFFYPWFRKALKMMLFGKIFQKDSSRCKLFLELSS
#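 Test system: CHO RD-HGA16 cells bearing hTAAR1 | Reagent: β-PEA, EC80 | Compound dosing: 3 µM, single point | Schedule: Dye loading 75 min at 37 °C, then 30 min room temperature | Signal: Calcium fluorescence with Fluo-8 | Evaluation: Percent inhibition of PEA-evoked calcium signal, max/basal emission ratio | Control set: DMSO-only wells and EC80 β-PEA-stimulated wells | Repeats: Singlicate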
# OXTR potentiate: potentiators of human oxytocin receptor; actives 0.061% (n = 320,000); P30559; CHO-OTR cells, Fluo-8 calcium fluorescence, potentiator mode; 0% = oxytocin EC15, 100% = EC100; activation, % at 3 µM;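 active means activation above that plate's cutoff, the mean activation of tested compounds plus 3 SD, cut at about 6.6% in these data, passing the limit was not always enough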;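 further: 100% uses oxytocin at 75 nM as the full agonist control; some results filed as inactive read as strong as hits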
# Target sequence (P30559 whole entry, looked up): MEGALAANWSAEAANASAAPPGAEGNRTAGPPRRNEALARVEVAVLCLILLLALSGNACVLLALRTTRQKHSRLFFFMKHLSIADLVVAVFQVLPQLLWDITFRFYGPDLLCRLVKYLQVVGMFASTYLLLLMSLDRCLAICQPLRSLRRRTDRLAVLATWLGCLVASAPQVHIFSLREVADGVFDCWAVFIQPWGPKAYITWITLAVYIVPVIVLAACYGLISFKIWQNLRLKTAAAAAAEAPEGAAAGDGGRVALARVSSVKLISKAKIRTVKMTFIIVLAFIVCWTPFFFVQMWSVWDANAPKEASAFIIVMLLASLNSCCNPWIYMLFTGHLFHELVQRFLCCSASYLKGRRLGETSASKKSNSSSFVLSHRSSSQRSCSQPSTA
#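 Assay system: CHO cell line stably expressing human OTR | Also added: Oxytocin at about EC15, sub-maximal agonist stimulus | Times: Compound 6 min at room temperature before oxytocin, 100 s read | Measured by: Fluo-8 intracellular calcium fluorescence, ex 470-495, em 515-575 nm | Controls: EC15 oxytocin alone as 0%, 75 nM oxytocin as 100%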
# V1R ag counter: counter-screen for oxytocin receptor agonists: human V1a receptor agonists | P37288 | CHO-V1R cells, Fluo-8 calcium fluorescence, agonist mode; 0% DMSO, 100% 3 nM vasopressin | activation, % at 3 µM | actives 0.25% (n = 320,000) | AID 2797;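 active means activation above the mean activation of all tested compounds plus 3 SD, per screening run, cut at about 20% in these data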;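 further: signal is peak over basal fluorescence ratio across a 100 second FLIPR read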
# CHO parental Ca: signal in parental CHO cells, OX1R antagonist counter-screen. AID 463079. actives 0.63% (n = 330,000). inhibition, % at 5.6 µM. parental CHO-K1, ATP-induced calcium, Fluo-8 fluorescence;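 active means inhibition above that plate's mean sample inhibition plus 3 SD, cut at about 26% in these data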;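 further: 0% = ATP-challenged DMSO wells and 100% = DMSO wells without ATP; some compounds past the cut are filed as inactive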
#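 Measured by: calcium-sensitive Fluo-8 fluorescence / Test system: CHO parental line / Controls: ATP-challenged DMSO wells low, unchallenged DMSO wells high / Measure: % inhibition / Compound: single nominal dose of 5.6 µM per compound / Replicates: single well per compound, no replicates / Reagent: ATP as calcium-mobilizing challenge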
# CHO-K1 Ca antag: nonselective inhibitor or artifact in parental CHO-K1 cells; inhibition, % at 3 µM; actives 0.6% (n = 360,000); AID 602250; ATP-induced calcium, Fluo-8 fluorescence;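 active means inhibition above a per-plate cutoff, the plate's mean sample inhibition plus 3 SD, cut at about 24% in these data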;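 further: 0% = DMSO plus EC80 ATP and 100% = DMSO alone without ATP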
# M1 ag parental: M1 agonist counterscreen hit in parental CHO-K1 cells | Fluo-8 calcium fluorescence; scaled to maximal ATP response, vehicle zero | actives 0.48% (n = 360,000) | activation, % at 3 µM; in the data active means activation above about 15%;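 further: untransfected CHO-K1 host cells lacking M1 receptor as counterscreen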
# GPR7 antag: blocks human GPR7 receptor signaling; P48145; GPR7-expressing cells, fluorescence antagonist assay; inhibition, % at 4.4 µM; actives 1.1% (n = 290,000); AID 1861; in the data active means inhibition above about 16%, passing the limit was not always enough;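 further: cells stimulated with the agonist NPW; 0% = agonist with vehicle and 100% = vehicle without agonist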
# Target sequence (P48145 whole entry, looked up): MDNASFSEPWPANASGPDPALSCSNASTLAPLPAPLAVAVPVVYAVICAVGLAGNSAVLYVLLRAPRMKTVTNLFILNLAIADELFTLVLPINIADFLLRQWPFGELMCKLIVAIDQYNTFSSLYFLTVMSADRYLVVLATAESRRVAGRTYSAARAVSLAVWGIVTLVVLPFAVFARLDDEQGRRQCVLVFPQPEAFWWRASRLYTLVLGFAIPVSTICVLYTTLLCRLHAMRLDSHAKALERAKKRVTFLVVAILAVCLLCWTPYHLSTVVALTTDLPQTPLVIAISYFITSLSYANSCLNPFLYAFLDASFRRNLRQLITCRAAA
# OXTR ag: agonists of human oxytocin receptor | AID 2435 | CHO-OTR cells, Fluo-8 calcium fluorescence; normalized: DMSO 0%, oxytocin 100% | actives 0.32% (n = 320,000) | P30559 | activation, % at 3 µM;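 active means activation above the mean of all tested compounds plus 3 SD, cutoff set per screening run, cut at about 20% in these data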;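 further: peak over basal fluorescence ratio from a 100 s FLIPR kinetic read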
# CHO-K1 Ca PAM: nonselective activator or artifact in parental CHO-K1 calcium assay; ATP EC20, Fluo-8 calcium fluorescence; 0% at ATP EC20, 100% at ATP max; activation, % at 3 µM; actives 0.02% (n = 360,000);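 active means activation above the run cutoff, the mean activation of all test compounds plus 3 SD, cut at about 40% in these data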;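 further: peak over basal fluorescence ratio in a 140 s read after ATP addition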
# Numbers without * were called inactive; · = not tested or not shown.
mol,TAAR1 antag,OXTR potentiate,V1R ag counter,CHO parental Ca,CHO-K1 Ca antag,M1 ag parental,GPR7 antag,OXTR ag,CHO-K1 Ca PAM
N#Cc1ccc(NC(=O)COC(=O)CCc2nc3ccccc3c(=O)[nH]2)cc1,-20.3,3.8,1.8,6.8,-22.6,3.6,-3.7,0.1,12.3
CSc1ccc(S(=O)(=O)N2CCC(C(=O)Nc3ccc(C(N)=O)cc3)CC2)cc1,0.5,-6.2,1.5,17.6,-6.1,0.0,1.7,1.7,14.4
C=C1C2(C(=O)Nc3nccs3)CCC(C2)C1(C)C (stereo not drawn),-0.9,-5.8,-0.7,-13.5,-6.4,0.2,-13.9,-1.8,9.6
COc1cccc(/C=C(\C(=O)O)c2ccccc2)c1,-10.2,6.9,1.1,-7.7,-0.1,0.3,-4.8,-0.6,14.3
CC(C)c1ccc(C2(C)NC(=O)N(CC(=O)NCC3COc4ccccc4O3)C2=O)cc1 (stereo not drawn),-5.2,-11.0,3.3,-29.8,-0.8,1.5,·,-0.8,14.5
Cc1ccc(S(=O)(=O)N2CCCCC2C(=O)Nc2nncs2)cc1 (stereo not drawn),2.0,-5.4,1.4,-17.4,-5.6,-0.1,-13.1,-0.2,3.1
COc1cccc(CNC(=O)COc2cccc(-n3cnnn3)c2)c1,-11.8,-6.1,-0.5,-17.1,0.8,0.5,·,0.4,-4.2
O=C(/C=C/Nc1ccccc1Br)c1ccccn1,15.7,-5.7,-1.3,-12.2,-16.1,0.1,30.0*,-1.9,2.9
CCCCN1CCc2c(c3ccccc3n2Cc2ccccc2)C1,-4.7,1.5,1.2,-20.5,-10.8,0.4,11.0,0.8,2.8
CCOc1ccc(N2C(=O)CC(N(CCc3ccc(S(N)(=O)=O)cc3)C(C)=O)C2=O)cc1 (stereo not drawn),-1.5,1.6,0.2,-8.0,-11.5,0.7,7.8,0.1,17.8
CNc1cncc(-c2cnn(CC(C)C)c2)n1,-17.7,·,·,·,-13.8,0.6,·,·,21.8
C=CCOC(=O)C1=C(C)Nc2ncnn2C1c1cccs1 (stereo not drawn),4.6,1.4,-0.9,-12.4,-1.2,1.3,4.7,-0.3,2.9
Cc1nn(C(C)(C)C)c(OC(=O)CC(C)C)c1S(=O)(=O)c1ccccc1,-22.6,-4.7,-0.9,1.9,6.8,-1.3,-11.4,-2.0,2.3
CN(c1ccc(OCC(=O)NC2=NCCS2)cc1)S(=O)(=O)c1ccc(F)cc1,-16.2,-6.3,2.0,-5.8,-1.6,6.4,0.2,3.1,9.4
CCOc1cc(OCC)cc(C(=O)O)c1,-6.4,0.6,-0.1,5.4,23.0,-0.2,-18.6,1.3,-8.1

# Overlap with the part before: 3 entries, followed by the next part.
mol,TAAR1 antag,OXTR potentiate,V1R ag counter,CHO parental Ca,CHO-K1 Ca antag,M1 ag parental,GPR7 antag,OXTR ag,CHO-K1 Ca PAM
Cc1nn(C(C)(C)C)c(OC(=O)CC(C)C)c1S(=O)(=O)c1ccccc1,-22.6,-4.7,-0.9,1.9,6.8,-1.3,-11.4,-2.0,2.3
CN(c1ccc(OCC(=O)NC2=NCCS2)cc1)S(=O)(=O)c1ccc(F)cc1,-16.2,-6.3,2.0,-5.8,-1.6,6.4,0.2,3.1,9.4
CCOc1cc(OCC)cc(C(=O)O)c1,-6.4,0.6,-0.1,5.4,23.0,-0.2,-18.6,1.3,-8.1
COc1ccc2c(Cl)c(C(N)=O)sc2c1,1.4,-2.3,-1.4,-0.7,-12.5,1.8,-9.0,-2.1,12.3
CS(=O)Cc1cc(Sc2ccccc2)nc(-c2cccnc2)n1 (stereo not drawn),-1.6,-6.2,1.0,-1.0,8.9,0.7,-5.7,0.0,-5.6
O=C(Nc1cccc(O)c1)c1cc2nc(-c3ccccc3)cc(-c3ccccc3)n2n1,37.0,1.0,1.5,-5.9,0.2,1.7,-3.5,-0.6,13.1
O=C(NCc1ccc(F)cc1)C1CCN(c2cnccn2)CC1,-22.2,-4.6,0.9,-9.7,-11.8,1.0,-4.0,0.1,15.3
C/C(CC(=O)Nc1ccccn1)=N\NC(=O)C(=O)Nc1ccccc1C,-3.1,1.6,-0.9,-17.0,-4.5,-0.2,5.5,-2.6,1.0
CC(C)c1cc(C(N)=O)c(NC(=O)c2cccc(COc3ccc(Br)cc3)c2)s1,0.3,-2.6,0.8,-12.5,-26.1,0.4,-8.7,1.7,7.1
Cc1onc(-c2c(F)cccc2Cl)c1C(=O)ONC(=O)c1ccccc1,-39.4,-1.0,1.8,-4.5,-5.2,1.9,-1.9,0.0,21.1
O=C(Nc1ccc(Br)cc1F)c1ccc2nsnc2c1,-26.1,-3.6,-0.2,-0.7,-12.2,-0.3,-10.7,-0.9,18.5
Cc1ccc(OC(=O)CCC(=O)Nc2ccc(C(N)=O)cc2)cc1,-8.4,4.9,0.8,1.9,-5.6,0.1,·,0.4,2.0
COc1cccc(CNC(=O)C(=O)NCC2CCCO2)c1 (stereo not drawn),3.0,-8.6,0.3,-0.7,-12.0,0.0,-7.3,1.0,17.4
CC(=O)Nc1cccc(-c2nnc(SCC(=O)N3CCCCC3)n2C)c1,-14.3,-13.2,1.6,-6.1,5.0,0.4,1.9,-1.1,3.4
COc1cccc(N2CCc3c(C)nc4ccc(Cl)cc4c32)c1,-63.1,·,·,·,-13.3,4.1,35.6*,·,24.6
Cc1nn(C)c(Oc2ccccc2)c1CCNS(=O)(=O)c1ccc(Cl)cc1,37.0,-18.1,4.8,-8.1,-5.8,6.0,-3.6,3.5,7.5
O=C(CN1c2ccccc2Sc2ccccc21)NNC(=S)Nc1ccc(Cl)cc1Cl,14.9,-23.5,0.4,10.9,-7.8,0.7,-15.2,-0.8,12.2
Cc1nc(SCC(=O)N(C)C2(C#N)CCCCC2)c2ccccc2n1,-11.6,-4.7,-0.6,-13.4,-5.5,0.1,·,-1.9,-11.4
COC(=O)N/N=C/c1c(C)c(C(=O)c2ccc(F)cc2)n2ccccc12,48.0,-9.9,-1.7,-22.2,5.1,4.5,5.4,6.8,14.8
O=C(CSc1ncn[nH]1)NC12CC3CC(CC(C3)C1)C2,5.7,-15.2,-0.2,-11.9,-9.2,4.3,-13.3,0.2,16.6
Cc1ccc(Nc2nnc(SCC(=O)Nc3cccc(S(=O)(=O)N4CCCCC4)c3)s2)cc1,23.1,-14.2,-0.7,7.9,5.6,-0.5,-3.0,-1.5,-4.3
COc1ccc(CNC(=O)CN(C(=O)c2csnn2)c2ccc3c(c2)OCCO3)cc1,0.9,-4.9,0.8,-18.1,-9.5,1.4,-5.0,1.0,6.1
CC(=O)Nc1c(Cl)c(Cl)c2c(c1Cl)C(=O)c1cc(Cl)ccc1-2,-18.5,·,·,·,0.0,0.2,·,·,0.4
C/C(=N\NC(=O)Cc1cccn1C)c1ccco1,-18.2,-5.6,0.0,-20.4,-12.2,0.9,14.6,0.6,22.8
CSc1ccc(-c2c(C#N)c(N)nc3c2CCCC3)cc1,-9.4,-4.3,0.3,-5.7,-2.6,0.1,-7.0,-0.5,13.9
COc1ccc(CN2CCC(C(=O)NC(c3ccc4c(c3)OCO4)c3ccccn3)CC2)cc1 (stereo not drawn),-23.6,·,·,·,-5.8,0.4,·,·,10.0
COc1ccc(C(C)=O)cc1COC(=O)c1ccc(S(=O)(=O)N(C)C)cc1,-2.3,-2.9,2.1,-13.0,-10.7,2.4,-5.8,2.3,7.6
C[C@@H]1CN([C@H](C)CO)C(=O)CCCn2nncc2CO[C@H]1CN(C)C(=O)c1ccc(N2CCN(C)CC2)cc1,-3.8,·,·,·,1.7,-0.2,·,·,-6.7
COc1ccc(CCNC(=S)N2CCN(S(=O)(=O)c3cccc(F)c3)CC2)cc1,15.9,-5.0,3.7,-4.0,3.5,0.6,·,3.6,-8.3
O=C(NCCn1ccc2ccccc21)c1cccc([N+](=O)[O-])c1,-1.1,-8.1,3.0,-11.9,-14.2,9.3,-2.5,2.6,15.2
Cc1cccc(NC(=O)C2CCCN(S(=O)(=O)c3cccc4cccnc34)C2)c1 (stereo not drawn),31.7,-5.5,1.5,-16.3,-2.0,3.9,-14.1,-2.0,8.2
CCc1nc2ccc(C(=O)NCCOc3ccc(OC)cc3)cn2c1N(CC)Cc1cccc(Br)c1,13.7,·,·,·,-0.5,-0.5,·,·,-13.4
Cc1sc2ncnc(N3CCC(C)CC3)c2c1C,4.1,-10.9,1.8,-20.2,-12.8,3.0,-15.7,0.0,27.9
O=C(CN(c1ccc2c(c1)OCCO2)S(=O)(=O)c1ccccc1)NCc1ccco1,45.6,-5.4,-0.3,-0.8,7.7,3.3,-11.3,-1.6,8.6
CCC(C)(C)NC(=O)c1sccc1Oc1ccc(F)cc1[N+](=O)[O-],-3.7,-18.3,-1.5,-20.6,-13.4,0.4,-13.6,-2.3,8.6
Cc1sc2nc(CSC(C)C(=O)Nc3ccc(C#N)cc3)[nH]c(=O)c2c1C (stereo not drawn),-3.3,6.1,0.5,-15.1,-3.4,0.1,·,1.0,-21.1
CC(OC(=O)c1cccs1)C(=O)NCCc1ccccc1 (stereo not drawn),-11.4,-0.1,0.0,-4.8,0.0,0.1,-8.1,-0.8,0.3
S=c1[nH]nc(-c2ccncc2)n1/N=C/c1ccccc1,-20.6,-2.3,1.2,2.2,-15.6,0.9,1.3,-0.5,17.7
CCCc1cc(=O)[nH]c(SCC(=O)NC2CCCCCCC2)n1,-18.5,-7.7,0.5,-13.7,-2.3,0.0,·,-0.1,8.1

# Random excerpt: 3 entries already listed.
mol,TAAR1 antag,OXTR potentiate,V1R ag counter,CHO parental Ca,CHO-K1 Ca antag,M1 ag parental,GPR7 antag,OXTR ag,CHO-K1 Ca PAM
Cc1onc(-c2c(F)cccc2Cl)c1C(=O)ONC(=O)c1ccccc1,-39.4,-1.0,1.8,-4.5,-5.2,1.9,-1.9,0.0,21.1
COc1ccc2c(Cl)c(C(N)=O)sc2c1,1.4,-2.3,-1.4,-0.7,-12.5,1.8,-9.0,-2.1,12.3
O=C(CN(c1ccc2c(c1)OCCO2)S(=O)(=O)c1ccccc1)NCc1ccco1,45.6,-5.4,-0.3,-0.8,7.7,3.3,-11.3,-1.6,8.6
